Autophagy HCS: alters autophagy in cells. calls only at 10 µM (by protocol). AID 463193. MEF GFP-LC3 puncta imaging; test concentration mostly 10 µM. 190,000 tested, 0.98% active;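 active means percentage of spot-positive cells more than 3 SD above its plate mean, without a fluorescence outlier flag or 80% toxicity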;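 further: spot-positive cell cutoff set from DMSO-treated cells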
Ins promoter up: MIN6 insulin promoter up-regulation. MIN6 insulin promoter-GFP reporter, high-content imaging; active compounds read high. z-score at 5 µM. 190,000 tested, 0.3% active. AID 1625;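 active means z-score above 3 at 5 µM with at least 500 cells counted in the well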
bCat nuc transl: modulators of beta-catenin nuclear translocation; AID 1665; nuclear translocation activity, % at 5 µM; 190,000 tested, 0.3% active; HeLa beta-catenin nuclear translocation, immunofluorescence imaging;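 active means nuclear translocation activity above 50% at 5 µM, with a well cell count of 50 or more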;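 further: per-cell ratio of nuclear to cytoplasmic median beta-catenin stain intensity; plate controls were DMSO negative control for no effect and GSK-3 inhibitor IX positive control for full effect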
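Technique: fluorescence imaging of beta-catenin antibody stain plus DAPI / Material: human HeLa cell line / Incubation: compound treatment 24 h, 37°C, 5% CO2 / Read-out basis: % activation of per-cell nuclear versus cytoplasmic median beta-catenin signal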
human PMI inhibition: inhibitors of human PMI, primary screen, biochemical, fluorescence intensity, coupled assay (AID 1209); purified PMI enzyme, coupled fluorescence intensity; higher % means a stronger effect; 190,000 tested, 0.42% active; inhibition, % at 20 µM; hits with a dose series show IC50 in µM;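 further: plate controls were DMSO vehicle for no effect and wells lacking substrate for full effect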
PMI inhibition: MPI inhibition at elevated mannose 6-phosphate – biochemical, fluorescence intensity, high mannose 6-phosphate, primary screen (AID 1220); inhibition, % at 20 µM, or IC50 in µM where a hit was titrated; recombinant PMI enzyme, coupled fluorescence intensity; higher % means a stronger effect; 190,000 tested, 0.66% active
Dynein cargo inh: blocks dynein driven cargo transport along microtubules. 3617.4 mouse cells, GR-EGFP nuclear translocation imaging; test concentration mostly 20 µM; stimulated with dexamethasone, 1 µM; active compounds read low. z-score, hits read low. 220,000 tested, 0.47% active;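 active means plate z-score of nuclear minus cytoplasmic receptor signal below a set negative limit, without overly bright fluorescence or cell loss, cut at about -3.5 in these data, passing the limit was not always enough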;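 further: z-score of nuclear minus cytoplasmic ring GR-EGFP intensity difference per well; some compounds called inactive have numbers as strong as hits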
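Buffer or medium: tet-free, stripped-serum medium; Also added: dexamethasone, 1.0 µM final; Technique: high-content fluorescence imaging after fixation; Times: 48 h induction, 1 h compound, 30 min dex at 37 °C; Read-out: per-cell GR-EGFP intensity, nucleus versus surrounding cytoplasmic ring, well-averaged.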
WT yeast gro inh: growth inhibition of WT yeast, mitochondrial fusion screen | inhibition, % at 10 µM | 190,000 tested, 2.1% active | mitochondrial fusion phenotypic screen, WT strain; in the data active means inhibition above about 58%; tested in S. cerevisiae
Yfh1-depleted yeast: enhancers of respiration in Yfh1-depleted yeast, dose response, Friedreich's ataxia, plus single-dose screen (AID 1465); S. cerevisiae Yfh1-off respiration, WST-1 reduction, 72 h; higher fold induction means a stronger effect; fold induction at 50 µM, or EC50 in µM where a hit was titrated; 220,000 tested, 0.074% active;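 active means fold induction of absorbance versus untreated yeast above a set limit, then at least 30% activation at any dose in follow-up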;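 further: activators that raise dye reduction in frataxin-depleted yeast; strong numbers were not always called active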
MT stabilize HCS: stabilizes microtubules in HeLa cells. HeLa tubulin immunostaining HCS, 24 h; share of cells brighter than vehicle mean+2SD. % tubulin-high responders, % at 10 µM. 200,000 tested, 0.83% active;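 active means plate Z-score above 3 for both tubulin-high and condensed-nucleus cell shares, with cell loss under 80%, at 10 µM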;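 further: anti alpha tubulin signal scored within the nucleus-defined area of each cell; some results filed as inactive read as strong as hits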
WT yeast gro inh mutant strain: also measured in WT yeast gro inh; calls as there; inhibition, %; mitochondrial fusion phenotypic screen, mutant strain inhibition
Dynein cargo inh cytoplasmic EGFP: also measured in Dynein cargo inh; calls as there; z-score; measured here: cytoplasmic GR-EGFP intensity; active compounds read high
Dynein cargo inh nuclear GR-EGFP: further read-out of Dynein cargo inh, marked with its call; z-score; measured here: nuclear GR-EGFP intensity;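 lower value marks the stronger effect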
Dynein cargo inh cell count: further read-out of Dynein cargo inh, marked with its call; z-score; measured here: cell count per field
Ins promoter up cell count: also measured in Ins promoter up; calls as there; cell count; measured here: cytotoxicity, nuclei count;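 total cells summed across four imaged fields per well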
bCat nuc transl cell count 5 µM: recorded beside bCat nuc transl, whose call it bears; cell count; measured here: cell count, cytotoxicity flag
MT stabilize HCS Hoechst-high %: recorded beside MT stabilize HCS, whose call it bears; % Hoechst-high responders; measured here: nuclear condensation Hoechst responders;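 share of cells brighter than vehicle mean plus two SD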
MT stabilize HCS cytotoxicity %: further read-out of MT stabilize HCS, marked with its call; toxicity, %; measured here: cytotoxicity by cell density;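 0% = mean cell density of plate MIN control wells and 100% = no cells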
Autophagy HCS cell loss 18 h: recorded beside Autophagy HCS, whose call it bears; toxicity, %; measured here: cell loss, nuclei count;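 cell loss after 18 h compound exposure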
Active calls of the source: *; i = inactive; x = no result given. Unless noted, no stated cut-off is given here; in the data, active means inhibition above about 50%; inactive means the rest.

SMILES	Autophagy HCS	Autophagy HCS cell loss 18 h	Ins promoter up	Ins promoter up cell count	bCat nuc transl	bCat nuc transl cell count 5 µM	human PMI inhibition	PMI inhibition	Dynein cargo inh	Dynein cargo inh cytoplasmic EGFP	Dynein cargo inh nuclear GR-EGFP	Dynein cargo inh cell count	WT yeast gro inh	WT yeast gro inh mutant strain	Yfh1-depleted yeast	MT stabilize HCS	MT stabilize HCS Hoechst-high %	MT stabilize HCS cytotoxicity %
COC(=O)c1ccc(-c2nc(-c3cccs3)no2)cc1	i	8	0.1	938	x	x	7%	6%	0.91	-0.16	0.66	-0.46	7	-4	i	3.8	3.0	5.6
CCOC(=O)c1cc(C(=O)OCC)c(=O)[nH]c1N1CCCCC1	i	-1	0.16	1328	-5.5	1098	-1%	-3%	0.15	-0.31	0.38	0.51	-1	2	i	4.8	2.6	7.3
CCOc1ccc(/C=N/OCC(=O)NCc2ccc3c(c2)OCO3)cc1OC	i	14	-0.38	1430	3.5	944	2%	-6%	-0.59	-0.2	-0.56	0.58	1	-14	i	1.9	3.2	7.4
Cc1cc(C(=O)N/N=C/c2ccc(O)c([N+](=O)[O-])c2)n[nH]1	i	16	0.08	1409	-3.3	1098	-7%	0%	3.4	0.047	2	-1.7	9	4	i	7.7	2.6	1.1
CCCCn1c(SCn2nnc3ccccc3c2=O)nc2cc(C(=O)OC)ccc2c1=O	x	x	-0.29	1158	2.4	1181	-2%	7%	x	x	x	x	x	x	x	x	x	x
CCCCCCNS(=O)(=O)c1ccc(OC)c(OC)c1	i	-4	-1.2	1299	-3.4	985	8%	6%	0.88	-0.043	0.9	-1.2	-1	-8	i	6.5	2.1	0.0
C/C(=N\NC(N)=O)C1(C)CCCCC1	i	-3	x	x	x	x	2%	-2%	0.87	-0.26	0.47	0.35	-1	6	i	2.6	2.1	9.9
COc1ccc(C2OC(=O)CC2C(=O)NCc2ccc(C)cc2)cc1OC (stereo unspecified)	i	-2	-0.21	1101	-0.6	1158	4%	8%	-0.37	-0.3	-0.06	0.18	-15	-8	i	3.7	2.4	5.7
Cc1cccc(N2CCN(C(=O)CN(C)S(=O)(=O)c3ccc4c(c3)CCC(=O)N4)CC2)c1C	i	5	-0.47	1017	-4.4	1154	4%	8%	-0.55	-0.15	-0.037	0.0077	-2	-2	i	5.5	2.7	6.7
COC(=O)c1cccc(C23CC4(C2)[C@H](CN(Cc2cccnc2)[C@@H]4c2ccccc2)C3c2ccc(Cl)nc2)c1 (stereo partly specified)	x	x	0.48	895	-1.0	1335	x	x	-0.35	-0.77	-0.081	0.3	x	x	i	x	x	x
Cc1[nH]c2ccccc2c1C(=O)NS(=O)(=O)Nc1ccccc1	i	-7	-0.34	1551	-3.6	1089	-23%	-9%	-1.1	-0.36	-0.56	1.2	-12	3	i	2.8	2.4	8.2
CCNc1nc(NC(C)C)nc(NS(=O)(=O)c2ccc(Cl)cc2)n1	i	-1	0.01	1354	-7.4	1037	-22%	-12%	-0.7	-0.26	-0.05	0.58	-7	-7	i	3.3	2.5	15
O=C(Nc1ccnc(-c2ccncc2)n1)C1CC1	i	-2	-0.99	1409	1.2	1427	-3%	-3%	0.16	-0.35	-0.023	0.95	6	-2	i	6.6	1.8	1.1
O=C1CSC(c2cccc([N+](=O)[O-])c2)N1C1CC2CCC1C2 (stereo unspecified)	x	x	0.42	1196	-0.8	1375	x	x	-0.31	-0.26	0.49	-0.52	x	x	i	x	x	x
CCOC(=O)c1ccc(Nc2c(CC)c(C)nc3ncnn23)cc1	i	-5	x	x	3.2	486	-1%	2%	-0.1	-0.22	0.31	1.3	-18	4	i	2.1	0.2	21
COC(=O)Cn1nc(-c2ccccc2)c2cc(Cl)ccc21	i	2	x	x	-12	1168	8%	11%	-0.2	-0.27	-0.11	0.43	89	91	i	2.5	2.7	6.3
CC1CCc2nc(NC(=O)CN3CCN(c4ccccc4)CC3)sc2C1 (stereo unspecified)	i	-10	0.27	1233	-6.3	1264	18%	7%	-0.2	-0.23	-0.11	0.33	50	57	i	2.5	2.1	14
CCC(=O)N1CCc2cc(S(=O)(=O)CCC(=O)Nc3ccc(OC)c(OC)c3)ccc21	i	0	-0.16	1063	-1.5	1127	-11%	5%	0.61	-0.31	0.2	0.048	-16	-6	i	3.1	2.9	8.7
O=C(N/N=C/C=C/c1ccccc1)c1ccc(Br)cc1	i	-4	-0.21	973	x	x	-6%	-11%	-0.16	-0.22	-0.24	0.18	0	0	i	0.8	1.3	10
Cc1ccc(C(=O)NCC(=O)OCC(=O)Nc2ccccc2[N+](=O)[O-])cc1	i	2	0.56	1294	3.7	457	1%	5%	-0.89	-0.26	-0.72	0.71	-6	-20	i	2.9	2.6	5.5
CNc1nccc(-c2ccc(F)cc2)c1C#N	i	-1	1.2	1063	-1.3	1106	-1%	-4%	2	-0.11	1	-1.1	-4	-9	i	6.5	3.3	1.3
O=C(CN1CCN(C(=S)NC2CCCC2)CC1)Nc1ccc(Oc2ccccc2)cc1	i	-16	-0.85	1424	-1.7	1059	20%	19%	0.2	-0.26	-0.063	0.22	5	-2	i	3.1	2.5	4.9
CC(NC(=O)c1ccc2c(c1)OCO2)C1CCCO1 (stereo unspecified)	i	-13	1	1289	5.7	1118	6%	1%	-0.86	-0.19	-0.12	0.59	8	3	i	3.6	1.9	9.0
O=C(c1ccccc1)N1CCN(C(=O)c2ccc([N+](=O)[O-])cc2)CC1	i	-5	-0.25	1264	x	x	2%	-1%	-0.13	-0.22	-0.27	0.26	-5	-3	x	6.4	1.6	5.9
Cc1cc(O)c(Oc2cc(C)cc(O)c2O)c(O)c1	i	3	-0.67	1348	0.3	1033	39µM*	46%	0.96	0.025	0.77	-0.08	3	7	i	2.0	1.1	4.6
COc1cc(NC(=O)c2ccccc2[N+](=O)[O-])c(C(=O)O)cc1OC	i	14	0.21	1477	0.3	1516	-1%	-1%	3.2	-0.18	1.4	-1.5	-6	10	i	2.0	1.5	0.6
CC(=O)NC1(C(F)(F)F)C(=O)Nc2c1c(=O)[nH]c(=O)n2Cc1ccco1 (stereo unspecified)	i	-1	0.05	1061	-5.4	1190	4%	-6%	0.24	-0.21	0.14	0.39	-11	3	i	2.7	2.4	5.4
Cc1ccc(-n2c(SCc3nc4ccccc4c(=O)[nH]3)nnc2-c2ccccc2O)cc1	i	2	x	x	0.0	1122	-10%	-15%	1.6	-0.26	0.82	-0.16	12	8	i	3.9	1.9	4.7
OCCC1CN(Cc2cccc3nccnc23)CCN1C1CCCC1 (stereo unspecified)	i	-18	-0.03	1450	0.2	1137	8%	6%	0.69	-0.29	0.26	-0.13	-1	1	i	4.3	2.1	2.8
CCN(CCn1cccn1)Cc1c(C(=O)N2CCCCCCC2)nc2ccc(Cl)cn12	i	3	0.44	1474	2.1	1485	1%	1%	-0.43	-0.27	0.21	0.39	-17	-9	i	1.0	0.9	6.6
c1ccc(Cc2nn3c(Cn4cnc5ccccc54)nnc3s2)cc1	i	11	-0.17	1633	-0.2	1119	20%	13%	-0.91	-0.23	-0.47	1.1	-17	-6	i	1.3	1.6	6.3
c1ccc(-c2c[n+]3c(n2-c2ccccc2)SCC3)cc1	x	x	-1.9	988	0.1	1399	x	x	-0.77	-0.049	-0.74	1.4	x	x	i	x	x	x
CCCn1c2ccccc2c2nnc(SCC(=O)Nc3cc(C)on3)nc21	i	3	0.59	829	x	x	-7%	-12%	0.78	0.43	0.17	-0.082	5	14	i	1.4	2.1	6.0
Cc1nc2nc(C)c(CCC(=O)NCCC3=CCCCC3)c(C)n2n1	i	6	-0.08	1533	-1.2	998	-1%	-4%	-0.35	-0.22	-0.014	0.25	-5	11	i	1.9	1.3	7.9
N#CC1=C(N)NC(SCC(=O)Nc2ccccc2)=C(C#N)C12CCCCC2	i	4	x	x	-3.5	598	6%	8%	-0.2	-0.22	0.075	-1	-19	-6	i	1.8	2.0	1.2
CC(=O)C(Cc1ccc(Cl)nc1)(Cc1ccc(Cl)nc1)C(C)=O	i	8	0.15	1522	-2.3	1104	-8%	-9%	0.42	-0.32	0.93	-0.5	5	1	i	3.5	2.4	2.8
Nc1c2c(nc3ccccc13)CCC2	i	8	x	x	-3.5	1251	-6%	0%	-1.2	-0.26	-0.75	1.5	0	4	i	2.9	1.4	2.8
Cc1noc(C(=O)N2CC3(C)CC2CC(C)(C)C3)c1Cl (stereo unspecified)	i	-1	0.86	901	x	x	0%	3%	0.39	-0.1	0.5	-0.77	21	7	i	2.2	3.5	5.4
CCOc1ccc(OCC)c(NC(=O)C2CCCN2S(=O)(=O)c2cccc3cccnc23)c1 (stereo unspecified)	i	3	-0.13	1072	x	x	14%	11%	1.4	-0.11	1.1	-1.4	16	4	i	7.0	2.0	9.2

Single records (already shown). Screens in order: Autophagy HCS	Autophagy HCS cell loss 18 h	Ins promoter up	Ins promoter up cell count	bCat nuc transl	bCat nuc transl cell count 5 µM	human PMI inhibition	PMI inhibition	Dynein cargo inh	Dynein cargo inh cytoplasmic EGFP	Dynein cargo inh nuclear GR-EGFP	Dynein cargo inh cell count	WT yeast gro inh	WT yeast gro inh mutant strain	Yfh1-depleted yeast	MT stabilize HCS	MT stabilize HCS Hoechst-high %	MT stabilize HCS cytotoxicity %
`CCCn1c2ccccc2c2nnc(SCC(=O)Nc3cc(C)on3)nc21` across the screens: i	3	0.59	829	x	x	-7%	-12%	0.78	0.43	0.17	-0.082	5	14	i	1.4	2.1	6.0
`c1ccc(-c2c[n+]3c(n2-c2ccccc2)SCC3)cc1` across the screens: x	x	-1.9	988	0.1	1399	x	x	-0.77	-0.049	-0.74	1.4	x	x	i	x	x	x
`Cc1nc2nc(C)c(CCC(=O)NCCC3=CCCCC3)c(C)n2n1` across the screens: i	6	-0.08	1533	-1.2	998	-1%	-4%	-0.35	-0.22	-0.014	0.25	-5	11	i	1.9	1.3	7.9
